High-throughput results as filed in PubChem BioAssay.
KB-3-1 tox: KB-3-1 parental cell cytotoxicity | Potency, µM (highest dose often 46.1 µM), for the others: at the top dose activity change, negative = cytotoxic, hits mostly cytotoxic | KB-3-1 viability, CellTiter-Glo ATP luminescence, 72 h | actives 1.4% (n = 400,000); also: potency is read from the fitted curve at half-maximal effect; % is scaled to controls: 0 for no effect and ±100 for the full control effect; nearly all actives have a fitted effect of over 60% in size
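Parental KB-3-1 adenocarcinoma cells in phenol-red-free DMEM with 10% FBS were pin-treated with compounds at several concentrations, incubated 72 h at 37 °C, and viability read by CellTiter-Glo luminescence; concentration-effect curves were fitted after normalization.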
SW480 rerep: induces DNA re-replication in SW480 colon adenocarcinoma cells | AID 624297 | SW480 DNA re-replication, Hoechst DNA content imaging, 48 h | Potency, µM (titrated, usually from 46.1 µM), for the others: at the highest dose re-replication activation, most hits filed as activators | actives 1.8% (n = 340,000); also: potency is read from the fitted curve at half-maximal effect; % of control where 0% means no effect; nearly all actives have a fitted effect of over 55% in size
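Hoechst fluorescence of nuclei (405 nm excitation, 500-530 nm emission) measured by plate-scanning imager after 48 hr compound exposure at 37 C; re-replication scored as increased number of nuclei with elevated intensity.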
KB-V1 MDR tox: kills drug-selected multidrug resistant KB-V1 cells | KB-V1 MDR cells viability, CellTiter-Glo, 72 h | Potency, µM (titrated, usually from 46.1 µM), for the others: top-dose activity change, negative = cytotoxicity, actives largely listed as cytotoxic | actives 3.4% (n = 400,000); also: potency is read from the fitted curve at half-maximal effect; % is scaled to controls: 0 for no effect and ±100 for the full control effect; nearly all actives have a fitted effect of over 60% in size
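Drug-selected KB-V1 cells, grown in DMEM lacking phenol red with 10% FBS, receive compound titrations; after three days at 37 degrees C, surviving cell ATP is quantified by CellTiter-Glo luminescence and responses normalized and curve-fitted.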
ATXN2 expr inh: ATXN2 expression inhibition. Potency, µM (top dose mostly 57 µM), for inactives: at the top dose activity change, negative = inhibition, most hits filed as inhibitors. AID 1745845. actives 0.72% (n = 360,000). HEK-293 ATXN2-luciferase reporter, luminescence, 24 h; also: potency is read from the fitted curve at half-maximal effect; % is scaled to controls: 0 for no effect and ±100 for the full control effect; nearly all actives have a fitted effect of over 55% in size
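ATXN2-luciferase reporter cells (luciferase flanked by upstream and downstream ATXN2 gene portions) were treated 24 h at 37 °C with compounds at up to 57 uM. SteadyGlo luminescence gave expression; GF-AFC fluorescence gave viability.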
HT1080-NT tox: kills 2HG-producing HT-1080-NT fibrosarcoma cells; HT-1080-NT fibrosarcoma viability, CellTiter-Glo ATP luminescence, 48 h; Potency, µM (titrated, usually from 46.1 µM), for inactives: at the highest dose activity, negative = less viability, most hits filed as cytotoxic; actives 1.6% (n = 360,000); AID 686970;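 also: NT is the 2HG producing partner of a matched IDH1 knockdown line; potency is read from the fitted curve at half-maximal effect; 0% = DMSO-treated cells and -100% = media-only wells without cells; nearly all actives have a fitted effect of over 55% in size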
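Toxicity toward the 2HG-producing NT line was scored as %Activity, normalised to DMSO and no-cell wells, from CellTiter-Glo luminescence after 48 hours' treatment.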
MCF10A rereplic: DNA re-replication induction in MCF 10a cells. actives 2.9% (n = 350,000). Potency, µM (doses to about 46.1 µM), for the others: top-dose activity, positive = re-replication, actives largely listed as activators. MCF 10A DNA re-replication, Hoechst nuclear intensity, 48 h; also: potency is read from the fitted curve at half-maximal effect; % of control where 0% means no effect; nearly all actives have a fitted effect of over 50% in size
ATXN viability: reduces viability in counter-screen for ATXN expression inhibitors. S2 cells (HEK-293 line with an ATXN2-luciferase reporter) viability, CellTiter-Fluor protease fluorescence, 24 h. Potency, µM (titrated, usually from 56.7 µM), actives largely listed as cytotoxic. actives 0.49% (n = 400,000); also: potency is read from the fitted curve at half-maximal effect; nearly all actives have a fitted effect of over 40% in size
HT1080 IDH1KD tx: kills HT-1080 cells with IDH1 knockdown; HT-1080 IDH1 knockdown viability, ATP luminescence, 48 h; Potency, µM (highest dose often 46.1 µM), without a hit: at the top dose activity, negative = toxicity, actives largely listed as cytotoxic; actives 2% (n = 360,000); AID 686971;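 also: potency is read from the fitted curve at half-maximal effect; 0% = DMSO wells and -100% = cell-free medium wells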
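HT-1080-IDH1KD cells (IDH1 knocked down), 750/well in RPMI with 5% FBS, treated with compound 48 h at 37 degrees C. Viability by CellTiter-Glo luminescence, normalised to DMSO and no-cell wells; concentration-response curves classed.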
IL1B secr inh: blocks inflammasome-driven IL-1 beta release | THP-1 LPS/ATP IL-1B secretion, AlphaLISA, 16 h; hits give low values | activity change, % at 57.5 µM | actives 4.7% (n = 360,000); in the data active = activity change below about -50%; inconclusive = mostly about -30% to -49%; also: % is scaled to controls: 0 for no effect and ±100 for the full control effect
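THP-1 cells pretreated 1 hr with compounds (up to 57.5 uM final), then stimulated with LPS (250 ng/mL final) plus ATP (1.25 mM final); secreted IL-1B measured by AlphaLISA after 16 hr, decreased signal indicating inhibition.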
Active calls of the source: *; i = inactive; ? = inconclusive; . = not tested or not shown; [ ] = dose if it differs, or a comment. Unless noted, calls follow the shape of the dose curve; as a rule, active = well fitted curve in the direction sought with a large enough effect; inconclusive = small, poorly fitted or top-dose-only effect, or another doubt; inactive = no such curve, though single readings can be large; an effect the other way counts as inactive or inconclusive. No enrichment for hits; about 11% have a hit in one of these screens.

SMILES | KB-3-1 tox | SW480 rerep | KB-V1 MDR tox | ATXN2 expr inh | HT1080-NT tox | MCF10A rereplic | ATXN viability | HT1080 IDH1KD tx | IL1B secr inh
CCc1ccc(NC(=O)C2CCN(S(=O)(=O)c3ccc4c(c3)N(C(C)=O)CCO4)CC2)cc1 | -8% | -4% | 17% | . | -3% | -1% | i | 0% | 11
Cc1ccc(NC(=O)C2Cc3ccccc3C(=O)O2)cc1 (centres undefined) | -12% | 0% | -16% | 17% | 13% | -1% | i | 16% | 18
Cc1sc2nc(-c3ccccn3)[nH]c(=O)c2c1-c1ccccc1 | ? | 23µM* | -16% | 17%[11.3 µM] | ? | ? | . | ? | 92
COc1ccc2nc(/N=C/c3c(C)[nH]n(-c4ccc(C)cc4)c3=O)sc2c1 | ? | 1% | 8.2µM* | 4% | ? | 7% | i | ? | 16
COC(=O)c1nn(-c2ccccc2)c(=O)cc1Oc1ccc(Cl)cc1 | 7% | -10% | 0% | -11% | 1% | -185%[0.0737 µM] | i | 28% | 6
CCN(CC)c1ccc(N2C(=O)CSC2=S)cc1 | 17% | -8% | ? | -24% | -1% | 5% | i | 3% | -21
CCOC(=O)Cn1cc(C(=O)c2cccs2)c2ccccc21 | 5% | -2% | 10% | -9% | 6% | 9% | i | 3% | 30
CCSc1ncc(Cl)c(C(=O)Nc2ccc(S(=O)(=O)N3CCCCC3)cc2)n1 | -8% | . | 4% | -28% | . | . | i | . | .
COc1ccc(-c2cc(C(=O)Nc3cccc(O)c3)no2)cc1 | 9% | -9% | ? | ? | 4% | 5% | i | -5% | -9
CC1=C(C(=O)OCC2CCCO2)C(c2ccccc2Cl)NC(=O)N1 (centres undefined) | -2% | -11% | 0% | 0% | 14% | -4% | i | 6% | -1
COc1ccc(CNC(=O)C(=O)NCC2OCCN2S(=O)(=O)c2ccc(F)cc2)cc1 (centres undefined) | . | -1% | . | -2% | -12% | 4% | i | -8% | 5
CCC1(CC)Cc2ccccc2-c2[nH]c(=S)[nH]c(=O)c21 | 3% | -17% | -1% | 1% | -14% | 8% | i | -16% | 66
CCCOP(=O)(c1ccc(N(C)C)cc1)C(O)c1c(Cl)cccc1Cl (centres undefined) | -3% | -1% | -5% | -16% | 7% | 0% | i | -3% | -2
CCOc1ccc(N2C(=O)C3=C(C(c4ccc(Cl)cc4)=NCCN3)C2c2cccnc2)cc1 (centres undefined) | ? | ? | -1% | -17% | ? | ? | i | 15µM* | -6
CN(c1cccc2cccnc12)S(=O)(=O)c1ccccc1 | 21% | -28% | -4% | 6% | 6% | -12% | i | 5% | 20
N#Cc1cccc(NC(=O)Cn2cnc(S(=O)(=O)N3CCCCC3)c2)c1 | -9% | -4% | -11% | 2% | 3% | -12% | i | -9% | 0
CC12CCC(C(=Nc3ccc(N=C4C(=O)C5(C)CCC4C5(C)C)cc3)C1=O)C2(C)C | 21% | -8% | 4% | . | 26% | 0% | i | 1% | 22
Cc1cccc(NC(=O)CCS(=O)(=O)c2cccc3nonc23)c1C | -4% | ? | -7% | -19% | -7% | 17% | i | -4% | -6
CCc1nnc(NC(=O)c2ccc(S(=O)(=O)NC3CCCCC3)cc2)s1 | -6% | -7% | -19% | 4% | 6.3µM* | ? | i | ? | -5
Cc1ccccc1Cn1c(SCc2ccc(C(=O)NC(C)c3ccccc3)cc2)nc2ccncc21 (centres undefined) | -20% | . | 26% | -9% | . | . | ? | . | .
O=c1c(Cc2ccc(Cl)cc2Cl)c(O)ccn1Cc1ccncc1 | -1% | 14% | -3% | -15%[11.3 µM] | -4% | 11% | i | -5% | ?
CN1C(=O)CC(Sc2ncccc2C(=O)O)C1=O (centres undefined) | 6% | -1% | -7% | 5% | 0% | 19% | i | 1% | -9
Cc1cccc(/C=C(\C#N)C(=O)Nc2ccccn2)c1 | 0% | -3% | 0% | 17% | 3% | 0% | i | 5% | 43
COC(=O)Cn1c(C)nc2c(sc3nc(C)cc(C)c32)c1=O | 19% | -9% | -8% | 49%[activator] | -9% | -5% | i | -6% | -18
CNC(=O)C[C@H]1C(=O)N(c2ccc(Br)cc2)C[C@@H]1CSC | -6% | . | ? | -7% | 14% | . | i | 8% | 18
Cc1ccc(C2=NOC(C)(c3nnc(-c4ccc(Cl)cc4)o3)C2)cc1 (centres undefined) | 0% | ? | -13% | -3% | 8% | 15% | i | 10% | 2
O=C(CSc1nnc(C2CC2)n1-c1ccccc1)NCc1ccco1 | 9% | -10% | -2% | -14% | 14% | 5% | i | 13% | 16
O=C(CC1C(=O)NCCN1Cc1ccccn1)NCCc1ccccc1F (centres undefined) | . | 2% | . | 10% | -4% | 0% | i | -9% | 20
CC(C)C[C@H]1CNC(=O)C(=O)N1CC1CCN(CC2CCC(C)CC2)CC1 (some centres undefined) | -3% | . | -10% | 1% | 1% | . | i | 12% | -15
Cc1ccc(NC(=O)Cn2nnc(C(=O)NCc3cccs3)c2N)cc1F | 18% | -3% | 4% | 6% | -17% | -2% | i | -12% | 47
CC1CCN(C(=O)COC(=O)c2ccccc2NC(=O)c2ccco2)CC1 | 14% | 6% | -14% | 2% | -5% | -19% | i | -2% | -9
C=CCNC(=O)CSc1ccc(Cl)cc1 | 0% | 3% | 17% | 7% | 12% | 1% | i | 13% | -15
O=C(COc1ccc(Br)cc1Br)Nc1ccc(S(=O)(=O)Nc2ncccn2)cc1 | -3% | . | ? | 4% | . | . | i | . | .
O=C(COC(=O)CNC(=O)c1cccc([N+](=O)[O-])c1)Nc1nc2ccccc2s1 | 16% | -1% | -12% | 7% | 0% | 8% | i | 7% | 29
COc1cc(S(=O)(=O)N2CCC(N3CCCCC3)CC2)ccc1-n1cnnn1 | 12% | -6%[9.22 µM] | 13% | 2% | 3% | -9% | i | 10% | -14
Cc1ccc(/C=N/NC(=O)c2cc(-c3ccncc3)nc3ccccc23)o1 | 5.8µM* | ? | 0% | -11% | ? | ? | i | 1.8µM* | 59
CCOc1ccc(Nc2nc3cc(Cl)c(Cl)cc3nc2-n2nc(C)cc2C)cc1 | ? | . | ? | 3% | . | . | i | . | .
COc1cc(Cl)c(C)cc1NC(=O)Cn1c(C)c2cnn(-c3ccccc3)c(=O)c2c1C | -2% | . | ? | -10% | . | . | i | . | .
CN(C)C(=O)c1cccc(-c2cccc(-c3nc(C(=O)NCc4ccccc4)cc4c3[C@H](CCO)N(S(=O)C(C)(C)C)C4)c2)c1 (some centres undefined) | 0% | . | 14% | -5% | -16% | . | ? | -19% | 0
O=C(NCC1CCCO1)C1CC(=O)N(C2CCCCCC2)C1 (centres undefined) | 14% | -4% | -7% | 3% | 1% | ? | ? | 5% | -5

Continued, overlapping the part above by 2 compounds.
SMILES | KB-3-1 tox | SW480 rerep | KB-V1 MDR tox | ATXN2 expr inh | HT1080-NT tox | MCF10A rereplic | ATXN viability | HT1080 IDH1KD tx | IL1B secr inh
CN(C)C(=O)c1cccc(-c2cccc(-c3nc(C(=O)NCc4ccccc4)cc4c3[C@H](CCO)N(S(=O)C(C)(C)C)C4)c2)c1 (some centres undefined) | 0% | . | 14% | -5% | -16% | . | ? | -19% | 0
O=C(NCC1CCCO1)C1CC(=O)N(C2CCCCCC2)C1 (centres undefined) | 14% | -4% | -7% | 3% | 1% | ? | ? | 5% | -5
CC(C)Oc1ccc(CC2CC(=O)NC2=O)cc1 (centres undefined) | 0% | -7% | 7% | 4% | 6% | -20% | i | 7% | 8
COc1cccc(NC(=O)C(Sc2nc3ccccc3c(=O)n2CC(C)C)c2ccccc2)c1 (centres undefined) | 6% | -5% | -1% | 0% | -17% | ? | i | 13% | 15
NS(=O)(=O)c1ccc2ccccc2c1 | 2% | -10% | ? | 18% | 24% | -2% | i | 13% | -6
Cc1cc(C)n(-c2cc(N3CCN(C(=O)c4cccc(Br)c4)CC3)ccc2[N+](=O)[O-])n1 | -7% | -2%[9.22 µM] | ? | -29% | -3% | -34%[inhibitor] | i | -14% | ?
COCCNC(=O)CSc1ccccc1C(=O)NC1CCSc2ccccc21 (centres undefined) | 0% | 1% | -7% | 21% | -8% | 5% | i | -3% | 1
CNc1snc(C)c1C(=O)OC(C)C(=O)Nc1cccc(OC)c1 (centres undefined) | -23% | -1% | -12% | . | 0% | 0% | i | -13% | 1
O=C1NC(Cc2ccc(O)cc2)c2nc3cc(F)ccc3c(=O)n2-c2cc3ccccc3cc21 (centres undefined) | 15µM* | . | ? | ? | 15µM* | . | ? | 18µM* | ?
O=C(CCl)Nc1cccc(CP(=O)(c2ccccc2)c2ccccc2)c1 | 13µM* | ? | -16% | ? | 4.1µM* | ? | 14µM* | 5.2µM* | -100*
O=S1(=O)NC(=NCC(c2ccco2)N2CCCCC2)c2ccccc21 (centres undefined) | 3% | -9% | -25% | -4% | -2% | ? | i | 1% | 12
CCOC(=O)[C@H]1[C@H]2COc3cc(OC)ccc3[C@@H]2N2C(=O)N(c3ccc(Cl)cc3)C(=O)[C@@]12C | 0% | 0% | -26% | -10% | -9% | 15% | i | -6% | -1
Cc1ccc(CNC(=O)c2cc(-c3cc(C)cc(C)c3O)n[nH]2)cc1 | 25% | 2% | 12% | 2% | 15% | 17% | i | 8% | -19
COc1ccc2oc(C(=O)OCC(=O)N(Cc3ccccc3)C(C)(C)C)c(C)c2c1 | -3% | ? | 4% | -9% | 14% | 19% | i | -3% | -20
CCN(CC)c1ncnc2c1ncn2[C@H]1CN(Cc2ccc(F)cc2)C[C@@H](CO)O1 | 0% | . | ? | -4% | 13% | . | i | 9% | -6
CC(=O)CSc1ncnc2sc3c(c12)CCC3 | 18% | 0% | ? | 9% | -18% | 6% | i | -14% | 19
CCCOc1ccc(Cn2c(=O)sc3ccccc32)cc1 | 7% | . | 2% | 4% | . | . | i | . | .
CCC1CCCCN1S(=O)(=O)c1ccc(N2CCCCS2(=O)=O)cc1 (centres undefined) | -3% | . | 0% | -7% | . | . | i | . | .
